High-throughput results: PubChem, The Scripps Research Institute Molecular Screening Center
UHRF1 binding: UHRF1 methylated DNA binding inhibitors, primary screen, counter-screen for MBD2 inhibitor project, biochemical, TR-FRET, human UHRF1, single concentration; AID 687016, 2013; E3 ubiquitin-protein ligase UHRF1 (Homo sapiens), Q96T88; inhibition, % at 4.4 µM; actives 0.75% (n = 370,000); UHRF1 binding to methylated oligo; in the data active = inhibition above about 21%;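 note: UHRF1 SRA domain binding a hemimethylated CpG hairpin DNA probe; 0% = median of test compound wells and 100% = reference inhibitor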
Tn6 DDE FP: inhibitors of Tn6 peptide binding to fibrin DD(E), primary screen, biochemical, fluorescence polarization, human fibrin, Tn6 probe; inhibition, % at 8.3 µM; Fibrinogen beta chain (Homo sapiens), P02675; actives 0.21% (n = 370,000); Fibrin DD(E) TRITC-Tn6 fluorescence polarization displacement;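 active = inhibition above a per-campaign cutoff: mean of compounds within control limits plus 3 SD, cut at about 15% in these data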;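 note: 0% = median of all compound wells on the plate and 100% = blocking peptide control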
PLCg1 inh: PLC-gamma1 enzyme inhibitors, primary screen, biochemical, fluorescence, purified enzyme. AID 720700, 2013. fluorogenic substrate. actives 0.84% (n = 370,000). 1-phosphatidylinositol 4,5-bisphosphate phosphodiesterase gamma-1 (Homo sapiens), P19174. inhibition, % at 12.2 µM; in the data active = inhibition above about 9.5%
ADAM17 inh: ADAM17 inhibitors, primary screen, biochemical, QFRET; recombinant ADAM17, EDANS/DABCYL FRET peptide cleavage; inhibition, % at 6.95 µM; actives 0.83% (n = 370,000);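 active = inhibition above the mean of compounds lying between control limits plus 3 SD, set per campaign, cut at about 8.5% in these data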;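 note: 0% = DMSO-only wells as the low control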
Target sequence (P78536 215-824 limits assumed): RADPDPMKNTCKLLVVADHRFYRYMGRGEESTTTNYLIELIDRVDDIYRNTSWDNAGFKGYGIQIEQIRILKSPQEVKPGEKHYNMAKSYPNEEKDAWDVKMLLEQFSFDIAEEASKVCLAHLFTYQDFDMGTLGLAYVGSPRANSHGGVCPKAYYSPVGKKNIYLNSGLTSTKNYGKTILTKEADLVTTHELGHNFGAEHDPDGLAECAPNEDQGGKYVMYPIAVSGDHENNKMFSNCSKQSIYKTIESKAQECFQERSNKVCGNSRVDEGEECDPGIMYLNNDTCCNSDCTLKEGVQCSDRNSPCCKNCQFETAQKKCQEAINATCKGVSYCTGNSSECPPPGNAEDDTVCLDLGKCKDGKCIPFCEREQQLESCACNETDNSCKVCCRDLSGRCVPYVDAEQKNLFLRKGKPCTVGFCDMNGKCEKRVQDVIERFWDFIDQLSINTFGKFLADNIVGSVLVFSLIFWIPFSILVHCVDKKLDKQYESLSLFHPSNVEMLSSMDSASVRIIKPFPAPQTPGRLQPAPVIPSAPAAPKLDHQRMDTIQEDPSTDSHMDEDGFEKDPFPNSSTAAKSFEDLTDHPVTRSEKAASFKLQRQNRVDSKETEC
DDE Tn7 FP inh: inhibitors of Tn7 peptide binding to fibrin DD(E), primary screen, biochemical, fluorescence polarization, human fibrin, Tn7 probe; Fibrinogen beta chain (Homo sapiens), P02675; FP displacement of FITC-Tn7 peptide from fibrin DD(E); 0% = median of compound wells per plate; inhibition, % at 8.3 µM; actives 0.13% (n = 370,000);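 active = inhibition above the mean of compounds falling within the control limits plus 3 SD of them, cut at about 14% in these data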;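 note: 0% = plate median of compound wells and 100% = 10 µM Aha-Tn7 peptide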
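system = human fibrin DD(E) protein | quantity = DD(E) 2 µM final | medium = Tris/NaCl/CaCl2 buffer, pH 7.8 | also added = labelled Tn7 tracer, 0.1 µM | compound dosing = single point at 8.3 µM | timing = compound with protein 10 min, then 3 h after probe, room temperature | signal = FP measurement | benchmarks = Aha-Tn7 high control | repeats = one replicate per compound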
proKLK7 act: proKLK7 zymogen activators, primary screen, biochemical, fluorescence intensity | Kallikrein-7 (Homo sapiens), P49862 | purified proKLK7, EDANS-DABCYL substrate fluorescence; 100% is mature enzyme control, 0% vehicle | activation, % at 7 µM | actives 0.9% (n = 370,000) | AID 652039, 2013;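 active = activation above the mean of all tested compounds plus 3 SD, computed per campaign excluding outliers beyond control limits, cut at about 13% in these data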
Target sequence (P49862 whole entry, looked up): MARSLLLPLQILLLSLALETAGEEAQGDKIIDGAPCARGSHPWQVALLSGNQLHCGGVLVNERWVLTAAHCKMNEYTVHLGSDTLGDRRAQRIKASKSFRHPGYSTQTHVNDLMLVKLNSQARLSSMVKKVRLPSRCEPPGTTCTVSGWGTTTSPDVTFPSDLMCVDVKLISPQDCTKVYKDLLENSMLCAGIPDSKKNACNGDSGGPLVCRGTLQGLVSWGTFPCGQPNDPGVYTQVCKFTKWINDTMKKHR
ASAP1 GAP inh: inhibitors of human ASAP1 ArfGAP activity, primary screen, biochemical, fluorescence polarization. AID 624377, 2012. actives 0.19% (n = 360,000). ASAP1-stimulated ARF1 GTP hydrolysis, GDP FP detection. inhibition, % at 16.5 µM. Arf-GAP with SH3 domain, ANK repeat and PH domain-containing protein 1 (Homo sapiens), …; in the data active = inhibition above about 25%;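 note: 0% = vehicle with enzyme and substrate and 100% = no enzyme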
MBD2 DNA inh: inhibitors of MBD2 binding to methylated DNA, primary screen, biochemical, TR-FRET, DNA-binding domain, human; Methyl-CpG-binding domain protein 2 (Homo sapiens), Q9UBB5; MBD2 binding to methylated oligonucleotide; inhibition, % at 4.4 µM; actives 0.31% (n = 370,000); in the data active = inhibition above about 13%
PLCb3 inh: human PLC-beta3 inhibitors, primary screen, biochemical, fluorescence | 1-phosphatidylinositol 4,5-bisphosphate phosphodiesterase beta-3 (Homo sapiens), Q01970 | Purified PLC-beta3, fluorogenic substrate | inhibition, % at 12.2 µM | actives 0.18% (n = 370,000) | AID 720704, 2013; in the data active = inhibition above about 11%;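 note: 0% = median of compound wells on plate and 100% = full blocker control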
ARFGAP1 inhibitor: inhibitors of rat ARFGAP1 GAP activity, primary screen, biochemical, fluorescence polarization, GDP tracer. ADP-ribosylation factor GTPase-activating protein 1 (Rattus norvegicus), Q62848. Arfgap1-stimulated ARF1 GTP hydrolysis, GDP FP detection. inhibition, % at 16.5 µM. actives 0.26% (n = 360,000). AID 651572, 2012;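 active = inhibition above a per-plate limit, mean inhibition of low control wells plus 3 SD, cut at about 25% in these data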;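 note: 0% = DMSO wells with enzyme and 100% = wells lacking Arfgap1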
Target sequence (Q62848 1-136 limits assumed): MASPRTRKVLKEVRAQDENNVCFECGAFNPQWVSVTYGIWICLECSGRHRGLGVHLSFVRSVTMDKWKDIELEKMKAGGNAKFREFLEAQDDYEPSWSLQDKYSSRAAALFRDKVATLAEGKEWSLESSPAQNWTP
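Repeats: one replicate per compound; assay system: rat Arfgap1 catalytic domain, aa 1-136; times: enzyme reaction 120 min at 25 °C after 20 min preincubation; detection: FP of antibody-bound GDP Alexa 633 tracer, ex 620/em 688 nm; benchmarks: high control wells lacking Arfgap1, low control full reaction with DMSO; reagent: human ARF1(Δ1-17)-GTP substrate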
* hit, by the source's call; / = no result given.

SMILES | DDE Tn7 FP inh | MBD2 DNA inh | proKLK7 act | ASAP1 GAP inh | ADAM17 inh | PLCb3 inh | Tn6 DDE FP | ARFGAP1 inhibitor | PLCg1 inh | UHRF1 binding
COc1ccc(S(=O)(=O)N2CCc3ccccc3C2)cc1OC | -4 | -6 | -0.7 | -1 | 4 | 5 | -3 | 5 | 13* | 6
Cc1cc(-c2nnc3n2N=C(c2ccc(-c4ccccc4)cc2)CS3)n[nH]1 | -8 | 0 | 0.2 | 10 | 3 | 1 | -2 | 20 | 6 | 3
C=CCC(NCc1ccco1)c1ccc(OC)cc1 (configuration not stated) | -3 | 2 | -0.3 | -6 | 0 | 0 | -1 | 2 | 4 | -1
Cc1ccc(-c2cc(=O)c3ccccc3[nH]2)cc1 | 4 | -2 | -0.6 | 2 | -4 | -4 | 0 | 6 | -3 | 0
Cc1cccc(N(C(=O)CCC(=O)Nc2cc(C)on2)C(C(=O)NC2CCCC2)c2cccnc2)c1 (configuration not stated) | -1 | -2 | 0.6 | 5 | 0 | -4 | 7 | -7 | 2 | 1
Cc1cccc(NC(=O)CSc2nc3ccccc3nc2N2CCCCC2)c1 | 1 | 1 | -0.3 | 2 | 0 | -8 | -4 | -1 | -2 | -1
Cn1c(=O)n(C)c2cc(NC(=O)COc3ccc(F)cc3)ccc21 | 2 | 2 | 0.1 | 5 | -7 | -4 | -7 | 5 | 2 | -2
CCOc1ccc(S(=O)(=O)N2CCC(C(=O)NCCc3ccccc3)CC2)cc1 | -4 | -3 | -0.4 | -5 | 0 | 0 | -5 | -9 | 3 | -1
CN(C(=O)CN1C(=O)/C(=C/c2ccc(Cl)cc2)SC1=S)C1CCS(=O)(=O)C1 (configuration not stated) | 5 | -7 | 0.0 | -5 | 2 | 2 | 5 | -4 | 3 | -4
COc1cc(C(C)=O)ccc1OC(=O)N1CCOCC1 | -4 | -2 | 0.5 | -5 | 3 | 6 | 6 | -1 | 3 | 0
COc1ccc2sc(N3C(=O)CC(Cc4cccc(C)c4)C3=O)nc2c1 (configuration not stated) | -5 | 2 | -0.7 | 14 | 0 | -3 | 2 | 4 | 0 | -1
Cc1ccc(-c2csc3nc[nH]c(=O)c23)c(C)c1 | 3 | -3 | 0.0 | -9 | 0 | -5 | -5 | 2 | 0 | -3
O=C(NC(=S)Nc1cccnc1Cl)c1ccc(F)cc1 | 2 | -2 | -0.8 | 13 | 2 | -16 | 1 | 4 | -6 | -4
CC1(C(=O)NCc2cccc(C(F)(F)F)c2)CCN1Cc1ccc(-c2ccccc2)o1 (configuration not stated) | -1 | 2 | -0.3 | 1 | 13* | -1 | 6 | 3 | 9.6* | 1
CCOC(=O)c1c(S(=O)(=O)NCC2CCN(CCc3cccs3)CC2)c(C)n(C)c1C | -6 | 1 | 0.8 | -2 | 0 | 2 | -1 | 7 | -2 | 1
Cc1ccc(CNC(=O)C2CCC(=O)N2CCc2ccccc2)cc1 (configuration not stated) | 2 | -1 | 0.0 | 9 | -2 | 1 | 7 | -10 | -1 | 0
O=C(Nc1c(C(=O)N2CCN(c3ccccn3)CC2)oc2ccccc12)c1ccc([N+](=O)[O-])cc1 | -6 | 2 | 0.2 | 0 | 1 | -5 | 6 | 12 | 0 | -2
CCCN(CCC)C(=O)CC(c1ccccc1)c1cc(Br)ccc1O (configuration not stated) | -2 | -1 | -0.4 | 17 | 5 | 0 | -3 | 5 | 1 | 4
COc1cc(/C=C/C(=O)NC(C)C)ccc1OCc1ccccc1 | 1 | 0 | 0.7 | 11 | -14 | -7 | 1 | 1 | -2 | 0
O=C(Oc1ccccc1Cl)c1ccccc1 | -8 | 2 | 0.6 | 11 | -2 | 5 | 1 | 1 | -1 | 0
C=CCn1c(C)c(/C=C/c2cc[n+](C)cc2)c2ccccc21 | -55 | -75 | 0.3 | 20 | 5 | -145 | -1 | 1 | -107 | -276
OCc1ccccc1-c1nc(NCC2CC2)nc2ccsc12 | -4 | -3 | 15* | -10 | -384 | -472 | -3 | -4 | -380 | -2
COc1ccc(NC(=O)c2cc(S(=O)(=O)N3CCCC3)ccc2C)cn1 | 8 | 2 | -0.1 | 5 | -7 | -4 | -3 | 1 | -1 | -3
O=C(CSc1nc2ccccc2o1)Nc1ccccc1 | -9 | 4 | 0.0 | 14 | -1 | 3 | -1 | -7 | 4 | -3
COc1ccc(C)cc1N(CC(=O)NCCSCc1ccco1)S(=O)(=O)c1ccc(C)cc1 | 0 | -4 | 0.4 | -2 | 3 | 1 | -6 | 6 | -1 | 0

Nine structures already listed, arranged by count of non-hydrogen atoms, highest first.
SMILES | DDE Tn7 FP inh | MBD2 DNA inh | proKLK7 act | ASAP1 GAP inh | ADAM17 inh | PLCb3 inh | Tn6 DDE FP | ARFGAP1 inhibitor | PLCg1 inh | UHRF1 binding
Cc1cccc(N(C(=O)CCC(=O)Nc2cc(C)on2)C(C(=O)NC2CCCC2)c2cccnc2)c1 (configuration not stated) | -1 | -2 | 0.6 | 5 | 0 | -4 | 7 | -7 | 2 | 1
CCOC(=O)c1c(S(=O)(=O)NCC2CCN(CCc3cccs3)CC2)c(C)n(C)c1C | -6 | 1 | 0.8 | -2 | 0 | 2 | -1 | 7 | -2 | 1
CCOc1ccc(S(=O)(=O)N2CCC(C(=O)NCCc3ccccc3)CC2)cc1 | -4 | -3 | -0.4 | -5 | 0 | 0 | -5 | -9 | 3 | -1
Cc1cc(-c2nnc3n2N=C(c2ccc(-c4ccccc4)cc2)CS3)n[nH]1 | -8 | 0 | 0.2 | 10 | 3 | 1 | -2 | 20 | 6 | 3
CCCN(CCC)C(=O)CC(c1ccccc1)c1cc(Br)ccc1O (configuration not stated) | -2 | -1 | -0.4 | 17 | 5 | 0 | -3 | 5 | 1 | 4
OCc1ccccc1-c1nc(NCC2CC2)nc2ccsc12 | -4 | -3 | 15* | -10 | -384 | -472 | -3 | -4 | -380 | -2
COc1cc(C(C)=O)ccc1OC(=O)N1CCOCC1 | -4 | -2 | 0.5 | -5 | 3 | 6 | 6 | -1 | 3 | 0
Cc1ccc(-c2cc(=O)c3ccccc3[nH]2)cc1 | 4 | -2 | -0.6 | 2 | -4 | -4 | 0 | 6 | -3 | 0
O=C(Oc1ccccc1Cl)c1ccccc1 | -8 | 2 | 0.6 | 11 | -2 | 5 | 1 | 1 | -1 | 0

Next part.
SMILES | DDE Tn7 FP inh | MBD2 DNA inh | proKLK7 act | ASAP1 GAP inh | ADAM17 inh | PLCb3 inh | Tn6 DDE FP | ARFGAP1 inhibitor | PLCg1 inh | UHRF1 binding
CC(=O)c1ccccc1NC(=O)COC(=O)/C=C/c1ccc(C)o1 | -8 | 5 | -3.1 | 5 | -7 | -10 | -2 | 3 | -8 | -2
O=C1C=C(c2ccccc2Oc2ccccc2)C[C@@H](c2ccc(F)cc2)C1 | -2 | 11 | 0.2 | 11 | 2 | -2 | -1 | 13 | 0 | 22*
CC(C)Cc1nnc(NC(=O)CCNC(=O)c2ccccc2Cl)s1 | -8 | 3 | -0.2 | -5 | 2 | -8 | -4 | -6 | 1 | 13
Cc1[nH]n(-c2ccccc2)c(=O)c1CCO | 2 | 0 | 0.0 | 12 | -3 | 1 | 8 | 1 | -1 | -3
CCn1c2ccccc2c2nnc(SCC(=O)Nc3ccc4c(c3)OCO4)nc21 | 7 | 10 | 0.1 | -1 | -11 | -11 | -1 | 3 | -6 | 19
CCC(C)c1ccc(OCCn2cc(/C=N/NC(=O)CSc3nnc(C)s3)c3ccccc32)cc1 (configuration not stated) | 4 | 6 | 0.0 | -9 | -1 | 4 | -3 | 13 | 1 | 2
CCc1cccc(C)c1NC(=S)NCCc1c(C)[nH]c2ccc(C)cc12 | -2 | -2 | -0.4 | -2 | 3 | 3 | 5 | 17 | 2 | -1
O=[N+]([O-])c1ccc(F)c(N=Cc2ccc(Br)s2)c1 | -5 | 6 | -0.3 | 11 | -5 | 1 | -1 | 14 | -2 | 2
O=c1[nH]c2ccccc2cc1CN(Cc1ccco1)S(=O)(=O)c1ccc(F)cc1 | 0 | 10 | 0.8 | 1 | -14 | -42 | 10 | 4 | -19 | 23*
Cc1cc(-c2ccccc2)n(-c2ccc(C(N)=O)cc2)n1 | 3 | 5 | 0.4 | 10 | 0 | 2 | 1 | 5 | 0 | 0
C=CCOc1ccc(C2/C(=C(/O)c3ccc(OC)cc3)C(=O)C(=O)N2CCN2CCNCC2)cc1 (configuration not stated) | -7 | 4 | 0.4 | 4 | 2 | -5 | -6 | 10 | -3 | -1
CCC1C(=O)C[C@H]2CCN3C(=O)CCCC1C23 (some centres not stated) | -3 | 5 | 0.0 | 1 | -6 | -5 | -6 | -2 | -3 | 2
CCOC(=O)[C@]12CCCC3=C1N(CCC3)C(=O)[C@@H](CC(=O)N1CCCCC1)C2 | 3 | -3 | 0.3 | / | -2 | 3 | 5 | / | 3 | 1
CC(C)c1nnc(NC(=O)C2c3ccccc3Oc3ccccc32)s1 | 3 | -1 | 0.8 | -2 | -4 | -1 | -1 | 15 | 1 | 4
O=C(CN1C(=O)NC2(CCCCCC2)C1=O)Nc1cccc(F)c1 | 7 | 2 | 0.4 | 5 | -2 | -6 | -6 | -7 | 3 | 2
O=C(N/N=C/c1cnc(N2CCCCC2)s1)c1ccc(Cl)cc1 | 2 | -5 | 1.7 | 4 | -4 | -270 | -4 | -2 | -263 | -2
Cc1ccc(NC(=O)N(Cc2cc3cc(C)cc(C)c3[nH]c2=O)CC2COCCO2)cc1 (configuration not stated) | 1 | 3 | 0.9 | 10 | -3 | 2 | 4 | -2 | 4 | -1
